Bioassay records deposited in PubChem by National Center for Advancing Translational Sciences (NCATS).
KAT2A inh: inhibitors of human GCN5L2 histone acetyltransferase; Q92830; GCN5L2 HAT assay, ThioGlo1 CoA-SH fluorescence; Potency, µM (doses to about 58.9 µM), inactives show top-dose activity change, negative = inhibition, hits mostly inhibitors; actives 0.21% (n = 390,000)
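Compounds, pin-transferred from DMSO stocks, meet 20nM GCN5L2 for 15 min before the reaction begins with H3(1-25) peptide (75uM) and acetyl-CoA (70uM). Thiol-reactive ThioGlo1 reports CoA release over 20 min at room temperature.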
N370S GC mod: inhibitors or activators of N370S glucocerebrosidase for Gaucher disease; actives 0.092% (n = 330,000); N370S GC spleen homogenate, 4MU-glucoside fluorescence; P04062; Potency, µM (doses to about 59.4 µM), without a hit: at the highest dose activity change, negative = inhibition, actives largely listed as inhibitors;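 further: 0% = full enzyme activity and -100% = no enzyme basal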
FEN1 inhibitor: inhibitors of human flap endonuclease 1; P39748; Recombinant FEN1 flap cleavage, fluorescence, 15 min; Potency, µM (titrated, usually from 114 µM), for the others: at the highest dose activity change, negative = inhibition, usual class: inhibitors; actives 0.35% (n = 390,000); AID 588795; further: nearly all actives have a fitted effect of over 65% in size
Target sequence (P39748 whole entry, looked up): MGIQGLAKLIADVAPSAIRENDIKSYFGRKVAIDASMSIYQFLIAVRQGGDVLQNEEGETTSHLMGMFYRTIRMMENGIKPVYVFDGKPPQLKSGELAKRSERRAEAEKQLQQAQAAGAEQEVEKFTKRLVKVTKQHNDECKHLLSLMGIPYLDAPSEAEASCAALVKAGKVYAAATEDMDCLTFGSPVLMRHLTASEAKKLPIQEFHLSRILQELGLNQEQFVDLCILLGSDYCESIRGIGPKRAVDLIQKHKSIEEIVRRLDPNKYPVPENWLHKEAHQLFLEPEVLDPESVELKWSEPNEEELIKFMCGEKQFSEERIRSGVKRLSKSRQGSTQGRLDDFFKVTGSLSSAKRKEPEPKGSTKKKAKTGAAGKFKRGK
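Nuclease activity of 10 nM FEN1 was measured after 15 min of room-temperature exposure to titrated compounds, by adding 50 nM flap substrate and reading plates at 0 and 15 min.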
Active calls of the source: *; ? = inconclusive; . = no result given; & = joins results of further samples. The call rests on the fitted dose curve; in most records, active means well fitted curve in the direction sought with a large enough effect; inconclusive means small, poorly fitted or top-dose-only effect, or another doubt; inactive means no such curve, though single readings can be large; an effect the other way counts as inactive or inconclusive. Unless noted, on the % scale 0 is the no-effect control and ±100 the full control effect; potency means the concentration at half of the fitted maximal effect. Only part of the results is shown; count on the stated rates, not on these rows.

SMILES	KAT2A inh	N370S GC mod	FEN1 inhibitor
C[C@]12c3[nH]c4ccc(Cl)cc4c3CCN1C(=O)[C@@H](CC(=O)NCCCn1ccnc1)C[C@@H]2C(=O)N1CCOCC1	0%	.	0%
Cc1ccc(S(=O)(=O)NC(CC(=O)O)c2ccccc2)cc1 (stereo not given)	-5%	5%	1%
CCN(CC(=O)N1CCCC1)S(=O)(=O)c1ccccc1	-5%	-11%	0%
O=C(CN(Cc1cccs1)C(=O)CNC(=O)c1ccco1)NC1CCCCC1	1%	-10%	17%
CCc1nc(SC)ncc1C(=O)N1CCN(c2cc(Cl)ccc2C)CC1	-24%	.	-20%
COc1ccc(-c2sc(Nc3ccccc3)n[n+]2-c2ccccc2)cc1Br	-7%	-1%	9%
N#C/C(=C/c1ccc(O)c(O)c1)C(=O)OC/C=C/c1ccccc1	14µM*	-7%	.
COc1cc(OC)c2c(-c3ccccc3)cc(=O)oc2c1C(CCN1CCCC(C)C1)c1ccc(N(C)C)cc1 (stereo not given)	0%	-24%	2%
Cn1c(CSc2nc3ccccc3s2)nc2ccccc21	2%	?	-10%
CCn1c2c(c(=O)n3ncc(C(=O)Nc4ccc(Cl)cc4C)c13)CN(Cc1ccc(OC)cc1)CC2	-5%	.	-7%
Nc1nc(N2C(=O)C3CC=CCC3C2=O)nn1-c1ccccc1 (stereo not given)	-10%	4%	-3%
Cc1cccc(N=C2SC(C)CN2C(=O)CN2C(=O)NC3(CCCC3)C2=O)c1 (stereo not given)	-10%	-5%	-13%
CCN1C(=O)c2ccccc2S(=O)c2ccc(C(=O)N3CCOCC3)cc21 (stereo not given)	2%	8%	4%
Cc1c(C)c2c(OCC(=O)N[C@@H](C(=O)O)c3ccccc3)cc3c(c2oc1=O)CCC(C)(C)O3	?	?	8%
Cc1ccc(NC(=O)C(=O)NCCCN2CCCC2=O)c(C)c1	-2%	-3%	-3%
COc1ccc(OC)c2sc(N(CCN(C)C)C(=O)c3cc(Cl)sc3Cl)nc12	-6%	-16%	-12%
Cc1ccc(Cn2nnc3c(=O)[nH]c(C4CCCN(C(=O)Nc5ccc(F)cc5)C4)nc32)cc1 (stereo not given)	2%	-6%	-3%
C[C@@H](N)C(=O)O	13%	9%&7%	.
Cc1ccn2nc(C(=O)OCC(=O)N(CC(C)C)C3CCS(=O)(=O)C3)nc2n1 (stereo not given)	2%	.	3%
O=C(NCc1ccc(F)cc1Cl)c1ccc(CSCc2ccccc2Cl)o1	2%	.	8%
CCOC(=O)c1cc2c(ccn2-c2ccc(F)cc2)n1CC(=O)N(CC)CC	-4%	2%	-20%
O=C(Nc1ccc2c(c1)OCCO2)c1cccc2nc3ccccc3nc12	-11%	4%	?
CC(C)[C@H](NC(=O)C1CCN(C(=O)[C@@H]2CCCN2)CC1)C(=O)NCc1ccc(F)cc1	2%	1%	-9%
CCNc1nnc(CCn2nc(C)c(Br)c2C)s1	-9%	7%	-2%
COc1ccc(Br)cc1CNC(=O)Cn1nc(C)n2cccc2c1=O	4%	-7%	5%

Carrying on.
SMILES	KAT2A inh	N370S GC mod	FEN1 inhibitor
CCn1c(NCc2ccccn2)nc2c1c(=O)n(C)c(=O)n2C	-1%	2%	-2%
Cc1ccc2c(CN3CCOCC3)cc(=O)oc2c1C	22%	-7%	13%
O=C(NC1CCCCC1)N(Cc1ccccc1)Cc1ccco1	.	4%	-10%
COc1ccc(C(=O)NCC(c2ccco2)S(=O)(=O)c2ccc(F)cc2)cc1 (stereo not given)	-1%	.	2%
COc1cccc(C(C(=O)NC(C)(C)C)N(CC(C)C)C(=O)CCC(=O)Nc2cc(C)on2)c1OC (stereo not given)	-7%	-3%	-1%
O=C(NCC(c1cccs1)N1CCOCC1)c1cc2ccccc2o1 (stereo not given)	-4%	0%	5%
CCCCN(CCCC)S(=O)(=O)c1ccc2oc(C(=O)N3CCOCC3)c(C)c2c1	-13%	-5%	-28%
CCOC(=O)c1ccccc1NC(=O)Cn1c(=O)n(Cc2ccccc2)c(=O)c2c(C)c(C)sc21	-5%&25%	10%	-3%&-4%
O=C(c1ccccc1)c1n[nH]c(-c2ccccc2)cc1=O	-3%	-8%	7%
CCCC(=O)Nc1nnc(Cc2ccccc2)s1	-8%	0%	6%
COC(=O)CSc1ccc(C#N)c(SCC(=O)OC)c1	-7%	7%	-5%
Cc1nn(-c2ccccc2)c(C)c1C(=O)OCC(=O)N1CCN(S(=O)(=O)c2ccccc2)CC1	-1%	-3%	1%
CC(=O)N1CCC2(CC1)OC(=O)C(C)=C2C(=O)NCc1cccc(Cl)c1	-2%	.	1%
Clc1ccc(CNc2ccccn2)cc1	-1%	-27%	-13%
Cc1ccc(-n2nc(-c3ccco3)cc2C(=O)NCc2cccnc2)cc1	-3%	4%	-1%
CC1CCCCN1CCCNC(=O)c1ccc2c(c1)sc1nc(-c3ccc(F)cc3)cn12 (stereo not given)	-2%	.	-5%
O=C(CSc1nnc(CNC(=O)c2c(F)cccc2F)o1)NCc1ccccc1	-3%	2%	17%
CCC(C)(C)n1nnnc1C(c1ccc(OC)c(OC)c1)N1CCN(c2cccc(OC)c2)CC1 (stereo not given)	-10%	5%	-8%
NC(=O)C1(N2CCCCC2)CCN(C(=O)Nc2ccc(F)cc2F)CC1	-2%	.	10%
Cc1ccc(S(=O)(=O)NCCC(c2ccccc2)c2ccco2)cc1 (stereo not given)	-10%	5%	-14%
CCCNC(=S)N1CC2(C)CN(C(=O)C(=O)OCC)CC(C)(C1)C2=O	-3%	18%	12%
COc1ccc(OCc2cc(C(=O)N(C)Cc3nnc(C)o3)no2)c(Cl)c1	-5%	-3%	21%
C=CCOc1cccc(C(=O)NC(c2ccccc2)C(C)C)c1 (stereo not given)	-12%	0%	0%
CC1=NOC2(C1)N(C)c1ccccc1C2(C)C (stereo not given)	-4%	?	-18%
CCC1CCCCN1CCCNC(=O)c1ccc(N2CCCC2=O)cc1 (stereo not given)	-1%	-5%	-11%

Next section:
SMILES	KAT2A inh	N370S GC mod	FEN1 inhibitor
Cc1ccc(Cn2nnc3c(=O)n(Cc4ccccc4C)cnc32)cc1	-5%	3%	-1%
CCN(CC)CCN1C(=O)C(O)=C(C(=O)c2cc3cccc(OC)c3o2)C1c1ccc(F)cc1 (stereo not given)	1%	-15%	8%
O=C(NCc1ccco1)C1CCN(C(=O)c2ccc([N+](=O)[O-])cc2)CC1	-3%	4%	1%
Cc1cc(-c2nn(C)c(=O)c3ccccc23)ccc1CNC(=O)NC1CCCCC1	15%	17%	-17%
Cc1ccccc1-n1nc2c(c1NC(=O)c1c(-c3ccccc3Cl)noc1C)CSC2	-2%	-29%	?
CC1CC(C)CN(C(=O)COC(=O)c2ccc(S(=O)(=O)N(C)c3ccccc3)cc2)C1 (stereo not given)	-9%	.	5%
CCc1ccc(CNC(=O)CCSCc2ccccc2F)cc1	-3%	.	-20%
Cc1ccc(NC(=O)C(Cc2ccccc2)n2cccc2)cc1C (stereo not given)	-13%	.	?
CCS(=O)c1scc(-c2ccc(Cl)cc2)c1C#N (stereo not given)	-11%	0%	-13%
COc1cccc(N2CCN(C(=O)CCCCCn3c(=O)[nH]c4ccccc4c3=O)CC2)c1	-1%	.	-2%
CCOC(=O)c1[nH]c(CSc2nnc(-c3ccncc3)n2CCOC)c(C(=O)OCC)c1C	1%	7%	-8%
CCCCC(=O)N(CCC)CCC	0%	3%	10%
CN(C)c1ccc(/C=C2\CCCc3c2nc2ccccc2c3C(=O)O)cc1	-5%	-8%	2%
CC(=O)c1ccc(S(=O)(=O)N2CCN(c3nc(-c4cccnc4)nc4ccccc34)CC2)cc1	-6%	.	-7%
CCn1nnc2cc(C(=O)NCCc3ccccc3F)ccc21	-2%	0%	3%
Cc1cc(C(C)(C)C)cc(C)c1Cn1c2[n+](c3ccc(C(F)(F)F)cc31)CCCCC2	-22%	-19%	-2%
COc1ccc(-c2noc(CC(=O)N(C)c3ccccc3F)n2)cc1	-13%	.	-1%
COCCn1c(SCC(=O)Nc2cccc(F)c2)nc2c([nH]c3ccccc32)c1=O	-4%	11%	5%
COC(=O)C(N)Cc1ccc(O)cc1 (stereo not given)	-6%	6%	2%
COc1ccc(C(CNC(=O)c2ccc(S(=O)(=O)N(C)C)cc2)N2CCCC2)cc1 (stereo not given)	-15%	5%	5%
O=C(NCc1ccccc1F)C1CCCN(S(=O)(=O)c2ccc(-n3cnnn3)cc2)C1 (stereo not given)	0%	-1%	-1%
Cc1cccc(-n2c(=O)c3c(c4cc(C)ccc4n3C)n(CC(=O)N3CCCC3)c2=O)c1	-7%	.	16%
COc1ccc(Cl)cc1NC(=O)CSc1ccc(-c2sc(C)nc2C)nn1	1%	.	-6%
O=C1C2C3C=CC(C2C(=O)N1c1ccccc1O)C1C2C(=O)N(c4ccccc4O)C(=O)C2C31 (stereo not given)	-16%	-8%	5%
CN1C(=O)C2C=CC1C1C(=O)N(c3ccccc3)C(=O)C21 (stereo not given)	-6%	-19%	-3%

Profiles, looked up by structure. Order of values: KAT2A inh | N370S GC mod | FEN1 inhibitor
Profile of `CCn1nnc2cc(C(=O)NCCc3ccccc3F)ccc21` → -2% | 0% | 3%
Profile of `O=C(NCc1ccccc1F)C1CCCN(S(=O)(=O)c2ccc(-n3cnnn3)cc2)C1` (stereo not given) → 0% | -1% | -1%

By substructure, the entries above containing an aryl thioether with sulfur outside any ring
SMILES	KAT2A inh	N370S GC mod	FEN1 inhibitor
CCc1nc(SC)ncc1C(=O)N1CCN(c2cc(Cl)ccc2C)CC1	-24%	.	-20%
Cn1c(CSc2nc3ccccc3s2)nc2ccccc21	2%	?	-10%
COC(=O)CSc1ccc(C#N)c(SCC(=O)OC)c1	-7%	7%	-5%
O=C(CSc1nnc(CNC(=O)c2c(F)cccc2F)o1)NCc1ccccc1	-3%	2%	17%
CCOC(=O)c1[nH]c(CSc2nnc(-c3ccncc3)n2CCOC)c(C(=O)OCC)c1C	1%	7%	-8%
COCCn1c(SCC(=O)Nc2cccc(F)c2)nc2c([nH]c3ccccc32)c1=O	-4%	11%	5%
COc1ccc(Cl)cc1NC(=O)CSc1ccc(-c2sc(C)nc2C)nn1	1%	.	-6%

Continued:
SMILES	KAT2A inh	N370S GC mod	FEN1 inhibitor
Cc1nn(-c2ccc(F)cc2)c(-n2cccc2)c1C(=O)NCCc1ccc(Cl)cc1	-10%	.	-5%
O=C(OCC(=O)N1CCCc2ccccc21)c1ccccc1[N+](=O)[O-]	-24%	-15%	1%
O=C(COc1ccccc1F)Nc1cc(S(=O)(=O)Nc2cccc(Cl)c2)ccc1O	1%	.	-2%
CN(C(=O)COC(=O)C1COc2ccccc2O1)C1(C#N)CCCCC1 (stereo not given)	2%	.	20%
O=C(NCC(=O)N(c1ccccc1F)C(C(=O)NC1CCCC1)c1ccco1)c1ccco1 (stereo not given)	-5%	-18%	13%
CCSc1ncc(CO)c(N)n1	?	15%	12%
Cc1cc(Nc2ccccc2)n(-c2cccc(Cl)c2)n1	-6%	22%	-19%
CS(=O)(=O)N(CC(=O)NCCSCc1cccc(Cl)c1)c1ccccc1F	-15%	-4%	-1%
Cn1nnnc1SCC(=O)Nc1ccccc1N1CCCCC1	-3%	2%	-10%
COCCOc1ccc(C(F)(F)F)cc1NC(=O)Cc1ccc(S(=O)(=O)N2CCOCC2)s1	-12%	-5%	8%
CC(=O)Nc1ccc(NC(=O)c2cccc3ccccc23)cc1	-2%	-3%	-1%
CCn1c(=O)c2cc(C(=O)Nc3cc(F)ccc3F)sc2c2ccccc21	-10%	.	3%
CCCCC(=O)Nc1ccccc1N1CCOCC1	1%	-5%	-11%
COc1ccccc1N=c1c2c([N+](=O)[O-])cc([N+](=O)[O-])cc2n(O)n1-c1ccccc1OC	-5%	0%	.
